MC4R antag cAMP: blocks human MC4R cAMP signaling; P32245; MC4R-expressing cells, MTII-stimulated cAMP, LANCE TR-FRET; inhibition, % at 6.5 µM; 360,000 compounds, 0.48% hits;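 active = inhibition above its plate's cutoff, the mean of tested wells on that plate plus 3 SD, cut at about 29% in these data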;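 also: 0% = Melanotan II alone and 100% = Melanotan II plus saturating MCL0020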
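System: U2OS-MC4R stable cell line; Technique: Eu-cAMP/anti-cAMP TR-FRET, emission 671 nm; Repeats: single well per compound; Also added: Melanotan II; Dosing: one concentration, 6.5 µM nominal; Schedule: 30-min compound, 1-h challenge, 1-h detection, room temperature.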
HTR2A ag: agonists of mouse serotonin 5-HT2A receptor (HTR2A); activation, % at 7.6 µM; AID 624169; CHO-K1 mHTR2A beta-arrestin complementation, luminescence; percent of 30 µM serotonin response; P35363; 360,000 compounds, 0.66% hits;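 active = activation above a run cutoff, the mean activation of all tested compounds plus 3 SD, cut at about 14% in these data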;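 also: 0% = plate median of compound wells and 100% = 30 µM serotonin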
ABHD5-PLIN5 inh: ABHD5-PLIN5 protein interaction inhibition | Split G. princeps luciferase complementation, luminescence, 4 h | inhibition, % at 4 µM | 360,000 compounds, 0.78% hits;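 active = inhibition above the mean inhibition across every tested compound plus 3 SD, cut at about 22% in these data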;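 also: 0% = DMSO only wells and the 100% control is not disclosed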
Granule exo inh: lytic granule exocytosis inhibition; AID 651702; inhibition, % at 10 µM; 360,000 compounds, 0.66% hits; TALL-104 LAMP-1 surface exposure, flow cytometry; cells stimulated with thapsigargin and PMA;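 active = inhibition above about 55%, limit read from the data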
hiPSC survival: increases survival of single human iPS cells; hiPSC single-cell survival, ATPlite luminescence; 100% = ROCK inhibitor wells, 0% = DMSO; survival enhancement, % at 20 µM; 360,000 compounds, 0.044% hits; in the data active = survival enhancement above about 18%;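 also: cells exposed to compounds for 16 hours before the ATP read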
MC4R barr agon: agonists of human melanocortin 4 receptor (MC4R) beta-arrestin; U2OS MC4R beta-arrestin complementation, luminescence; percent of melanotan II response, DMSO zero; activation, % at 8.9 µM; 360,000 compounds, 0.98% hits; AID 540308;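 active = activation above a per-plate cutoff, the mean activation of sample wells on that plate plus 3 SD, cut at about 8% in these data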
ABCB6 inh MLPCN: inhibitors of human ABC transporter ABCB6 | Q9NP58 | K562-ABCB6 porphyrin accumulation, flow cytometry, 1 h; stronger effect = lower value | fluorescence ratio to DMSO, % at 10 µM | 360,000 compounds, 0.19% hits | AID 602162;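 active = fluorescence ratio to DMSO below 75%, the collection mean minus 3 SD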;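 also: signal is porphyrin accumulated inside mitochondria; 100% equals median channel fluorescence of DMSO control wells; lower ratio means ABCB6 inhibition with less porphyrin fluorescence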
Target sequence (Q9NP58 whole entry, looked up): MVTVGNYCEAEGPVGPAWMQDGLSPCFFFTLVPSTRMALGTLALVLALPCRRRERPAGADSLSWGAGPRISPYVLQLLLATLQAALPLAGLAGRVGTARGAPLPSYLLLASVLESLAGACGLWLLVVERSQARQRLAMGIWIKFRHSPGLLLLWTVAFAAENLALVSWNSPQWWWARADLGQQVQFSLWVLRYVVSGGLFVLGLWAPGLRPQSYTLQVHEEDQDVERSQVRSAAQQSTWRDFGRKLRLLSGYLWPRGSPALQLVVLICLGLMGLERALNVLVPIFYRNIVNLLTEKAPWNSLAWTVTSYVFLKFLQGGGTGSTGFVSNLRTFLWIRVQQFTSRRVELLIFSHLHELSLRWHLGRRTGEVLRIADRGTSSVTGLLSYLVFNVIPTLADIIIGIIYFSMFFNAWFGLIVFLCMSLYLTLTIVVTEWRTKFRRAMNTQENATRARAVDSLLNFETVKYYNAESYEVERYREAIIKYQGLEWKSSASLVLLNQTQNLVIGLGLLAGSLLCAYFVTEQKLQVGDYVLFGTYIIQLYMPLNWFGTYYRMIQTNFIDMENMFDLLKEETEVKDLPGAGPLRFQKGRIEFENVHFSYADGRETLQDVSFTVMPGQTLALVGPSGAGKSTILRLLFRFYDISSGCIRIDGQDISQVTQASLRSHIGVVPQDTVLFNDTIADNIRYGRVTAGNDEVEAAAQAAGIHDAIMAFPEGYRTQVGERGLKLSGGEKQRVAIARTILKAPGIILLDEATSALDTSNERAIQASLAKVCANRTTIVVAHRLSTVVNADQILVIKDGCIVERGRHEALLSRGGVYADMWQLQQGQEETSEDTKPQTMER
H9c2 protect: protects H9c2 cardiomyocytes from peroxide injury; protection from H2O2 cell death, % at 20 µM; AID 588492; H2O2 injury protection, ATPLite, 2 h; 360,000 compounds, 0.63% hits;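 active = compounds giving at least 50% protection of heart cells from peroxide-induced death in the single-dose screen, raw or plate-pattern-corrected value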;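 also: 0% = DMSO wells with peroxide and 100% = DMSO wells without peroxide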
Glyco luc inh: blocks N-linked glycosylation in D54 reporter cells; D54 ERlucT glycosylation luciferase reporter, 24 h; percent of 100 nM tunicamycin response; reporter increase, % at 12.5 µM; 360,000 compounds, 0.23% hits; AID 588692;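 active = mean luciferase reporter signal, scaled so untreated is 0 and the glycosylation-blocking control 100, at or above a set limit in every replicate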;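 also: luciferase carries N-glycosylation sites so blocking glycosylation raises the light; 0% = median of neutral control wells and 100% = median of 100 nM tunicamycin wells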
aDG glyco up: alpha-DG glycosylation activation | Pro5-aDG cells, alpha-DG glycosylation AlphaScreen (IIH6); 0% Pro5, 100% B10-LARGE cell signal | activation, % at 10 µM | 360,000 compounds, 0.22% hits | AID 624168;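 active = activation of at least 8% versus controls, or a plate z-score of at least 8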;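 also: Pro5 are CHO cells carrying HIG-tagged alpha-DG that lacks glycosylation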
Active calls of the source: *; nt = no result given.

SMILES	MC4R antag cAMP	HTR2A ag	ABHD5-PLIN5 inh	Granule exo inh	hiPSC survival	MC4R barr agon	ABCB6 inh MLPCN	H9c2 protect	Glyco luc inh	aDG glyco up
O=C(C[C@H]1C[C@H](C(=O)N2CCCCC2)[C@@]2(CCc3ccccc3)c3[nH]c4cc(-c5ccco5)ccc4c3CCN2C1=O)NCCC1=CCCCC1	-3	4	19	2	2.0	-0.3	97	-2	-4	0.2
Cc1c(C(=O)Nc2nc3ccccc3[nH]2)oc2c(Cl)cccc12	9	3	-2	-1	1.2	-0.4	96	22	2	-0.6
COc1ccc(CNC(=O)[C@H](C)NC(=O)C2CCN(C(=O)[C@H](CCSC)NC(=O)OC(C)(C)C)CC2)cc1	13	0	2	0	1.7	0.4	103	4	-2	0.4
Cc1nc2c(C#N)cnn2c2c1CCNN2C	19	-3	6	-2	0.0	-2.5	98	-2	1	-0.1
O=C(CSc1n[nH]c(-c2ccccc2)n1)Nc1ncccn1	3	1	-1	-15	1.2	2.0	98	6	2	0.7
Cc1ccc(C(=O)c2ccc(C)cc2)cc1	4	10	7	-2	-0.6	0.7	98	-7	-2	-0.1
CN(CC(=O)Nc1ccc(Cl)c(C(F)(F)F)c1)C(=O)Cc1n[nH]c(=O)c2ccccc12	17	-9	-1	-3	-0.4	-1.8	92	30	-2	0.2
C=CCNC(=S)NNC(=O)c1cccn(Cc2cccc(Cl)c2)c1=O	3	7	1	1	-0.9	-1.1	98	4	0	-0.3
C[C@@H](NC(=O)[C@@H]1CCCN1C(=O)[C@@H]1CCCN1C(=O)OC(C)(C)C)c1ccccc1	nt	0	-1	-1	-0.3	nt	93	nt	nt	0.0
CC(NC(=O)c1cc2c(s1)CCCC2)C(C)(C)C (stereo not drawn)	9	-1	-5	-5	-0.6	-1.3	99	2	-1	-0.1
CC(C)CC(c1nnnn1C1CCCC1)N1CCN(C(=O)c2ccco2)CC1 (stereo not drawn)	-3	4	17	0	0.7	2.7	91	8	0	-0.1
CCOc1cc(/C=C2/C(=O)NN(c3cccc(Cl)c3)C2=O)ccc1O	13	3	-2	-16	-0.3	-1.4	95	-2	4	0.0
c1ccc(OCc2nnc3sc(-c4cccs4)nn23)cc1	-5	-6	-1	-6	-4.8	-0.3	95	-2	0	-0.3
CN(Cc1ccccc1)C(=O)c1ccc(S(=O)(=O)N(C)c2ccccc2)cc1	5	-2	4	0	-0.4	-1.9	95	13	-2	0.3
O=C(CSc1nnc2ncccn12)Nc1cccc2ccccc12	3	-6	4	-11	0.3	0.3	98	0	2	-0.1
COc1cccc(Nc2ccc(-n3ccnc3)nn2)c1	13	3	1	3	-0.4	-0.5	93	5	0	0.0
Cc1nc(N2CCC(C)CC2)c2c(C)c(C(=O)O)sc2n1	4	5	3	-4	0.8	-1.1	96	5	-1	-0.1
O=S(=O)(Cc1ccccc1)N1CCn2c(nc3ccccc32)C1	0	5	9	9	0.5	-0.5	98	1	0	-0.2
CC1CC(C)CN(CCCSc2ccccc2)C1 (stereo not drawn)	19	-4	-1	-1	-0.4	1.5	97	7	2	0.0
O=c1[nH][nH]c(-c2ccccc2)c1C=Nc1ccc(F)cc1F	8	3	7	16	-2.2	6.0	104	4	-1	0.4
O=C(Nc1cccc(C(=O)N2CCCC2)c1)C1CCCCC1	5	3	0	-6	1.5	0.6	102	8	0	0.0
CCC(C)NC(=O)CN1C(=O)NC2NC(=O)NC21 (stereo not drawn)	4	1	1	-1	0.2	-1.1	103	-6	2	-0.1
CC(=O)Nc1ccc(S(=O)(=O)Nc2cccn(Cc3ccc(C)cc3)c2=O)cc1	2	-3	-3	0	-0.1	-3.5	101	-17	-1	0.4
O=C(C(NS(=O)(=O)c1cccs1)c1ccccc1)N1CCN(c2ccccc2F)CC1 (stereo not drawn)	4	1	2	1	-1.1	-0.8	96	4	0	0.2
Cn1c(=O)c2[nH]c(CCCc3ccc([N+](=O)[O-])cc3)nc2n(C)c1=O	-4	-1	3	-1	0.1	0.6	89	11	7	0.0
O=C1OC(Cc2ccccc2)C(c2ccccc2)C1=O (stereo not drawn)	7	-1	-10	-24	-0.7	-1.5	101	4	2	0.6
COCCNC(=O)c1ccc(Cn2c(SCC(=O)NCC3CCCO3)nc3ccc(Br)cc3c2=O)cc1 (stereo not drawn)	-1	1	-3	0	0.3	-1.5	102	4	-3	0.1
COc1ccc(CCNC(=O)c2ccccc2NS(=O)(=O)c2c(F)cccc2F)cc1	15	11	0	11	-0.4	-0.9	98	-1	-1	0.0
COCCCNC(=O)CN1C(=O)CSc2ccc(S(=O)(=O)N3CCOCC3)cc21	4	-4	-9	0	0.5	-3.8	106	-1	3	-0.2
CC(=O)N1c2ccc(S(=O)(=O)N3CCCC(C(=O)N4CCCC(C)C4)C3)cc2CC1C (stereo not drawn)	1	-1	7	-2	-0.4	1.9	96	-13	1	0.6
CCOC(=O)/C=C1\SCC(=O)N1CC(=O)N1CCOCC1	-4	2	-1	-4	4.0	-3.8	90	11	1	0.1
O=C(C[C@@H]1C/C=C/CC[C@@H](Cc2ccc(F)cc2)C(=O)O[C@H](c2ccccc2)CNC1=O)NCCO	11	-2	4	-6	-0.1	0.6	96	18	0	0.3
N#CCc1ccc(NC(=O)c2ccc(S(=O)(=O)N3CCCC3)cc2)cc1	2	1	-4	2	-0.6	0.4	95	5	0	-0.2
Cc1ccc(NC(=O)CCn2c(=S)oc3ccccc32)cc1F	4	-8	-3	-9	-0.7	8.3*	94	-2	-2	0.0
Cc1ccc(OCC(=O)Oc2c(C)cccc2C)cc1	14	0	-1	-11	-0.6	3.5	96	-4	1	0.0
O=C(O)CSc1nnc(Cc2ccccc2)n1-c1ccccc1	4	-1	-3	-2	0.1	-0.7	94	4	1	-0.2
O=C(NC[C@H]1CCCO1)c1cccc2c1C(=O)c1ccc(-c3ccc(F)cc3OCc3ccccc3)cc1S2(=O)=O	3	-3	17	-2	4.9	-0.8	99	16	1	-0.1
CCc1ccc(-c2cc(C(=O)NN3CCOCC3)c3ccccc3n2)s1	-5	-1	-4	-1	-0.1	-1.4	96	-6	3	0.4
O=C(CCC(=O)Nc1cccc(C(F)(F)F)c1)NCC1CCCO1 (stereo not drawn)	-8	-3	3	0	1.8	0.6	95	6	-1	-0.1
CC(C)c1nnc(NC(=O)CCC(=O)N2CCN(c3ccc(F)cc3)CC2)s1	-1	2	0	-12	1.4	-2.2	99	5	0	0.0
COc1ccc(C(=O)Cc2cc3ccccc3oc2=O)cc1	7	-1	11	2	-0.3	-0.3	101	7	-1	0.0
O=C(OCC(=O)N(C1CCCCC1)C1CCCCC1)c1ccncc1	4	0	-7	0	0.5	-2.4	94	28	1	0.2
COC(=O)c1cc(OC)c(OC)cc1NC(=O)C1CCCO1 (stereo not drawn)	11	4	0	3	0.3	-1.4	93	4	0	0.1
O=C(O)c1cccc(CSc2ncn[nH]2)c1	13	0	-1	-1	0.0	1.4	98	-4	-1	0.0
COc1ccc(S(=O)(=O)n2cnc3ccccc32)c(C)c1	-7	3	1	0	0.3	-0.3	90	-10	-2	0.1
O=C(COc1c(Br)cc(Br)cc1Br)N/N=C/c1ccco1	16	-1	6	2	0.9	5.8	99	4	5	0.3
N#C/C(=C/c1cn(-c2ccccc2)nc1-c1cccc(S(=O)(=O)N2CCOCC2)c1)C(=O)NCc1ccco1	3	4	1	-8	-1.8	-0.4	96	-2	-4	-0.2
Cc1ccnc(NC(=O)c2ccc3c(c2)OCO3)c1	8	-5	2	0	-0.9	-1.6	102	-26	-12	0.2
COC(=O)C1(C)NC(c2ccc(O)cc2)C2C(=O)N(c3ccc(F)cc3)C(=O)C21 (stereo not drawn)	3	1	5	-2	0.0	-1.1	99	1	1	-0.2
COCC1CCN(C(=O)c2ccc(OC)c(OC3CCN(C(C)C)CC3)c2)CC1	0	3	2	5	-0.3	0.1	100	6	2	0.1
CC(C)C(=O)Nc1ccc(NC(=S)NC(=O)c2ccccc2F)cc1	10	-9	-8	-6	-0.3	-2.9	97	2	2	-0.1
COc1ccc(S(=O)(=O)N2CCN(c3ncccn3)CC2)cc1OC	-1	4	-9	13	0.2	1.1	100	4	0	-0.1
CCc1ccc(-c2cc(C)no2)cc1S(=O)(=O)N1CCN(c2ccccc2F)CC1	4	3	-1	1	-0.3	-1.9	97	-4	-4	0.1
Cc1cc2cc(C(c3nnnn3CC3CCCO3)N3CCCc4ccccc43)c(=O)[nH]c2cc1C (stereo not drawn)	4	6	-27	2	-0.4	2.2	102	1	-2	0.2
O=C(NNC1=Nc2cccc3cccc1c23)c1ccc(Br)cc1	14	-9	-4	-2	-1.1	1.0	107	-10	2	0.1
COCCCN(C(=O)Cc1ccc(Cl)c(Cl)c1)c1c(N)n(Cc2ccccc2)c(=O)[nH]c1=O	28	-2	-1	1	-0.4	3.4	96	5	0	0.1
Cc1ccc(S(=O)(=O)NC(=NCC(=O)O)c2ccc(F)cc2)cc1	6	0	-3	-2	-1.9	-0.5	101	2	2	-0.1
COc1ccc(S(=O)(=O)N2CCN(S(=O)(=O)c3ccc4c(c3)OCCO4)CC2)cc1	10	-2	5	1	0.1	0.6	104	-11	-2	-0.3
O=C(Nc1ccc2nc(C3CC3)n(Cc3ccccc3)c(=O)c2c1)C1CC1	8	1	-2	-3	1.5	-0.2	101	3	-3	0.1
O=C(NCCNC(=O)c1ccc(Cl)cc1Cl)c1ccccn1	12	-3	6	6	-0.7	1.1	102	0	0	0.0
Next structures.
SMILES	MC4R antag cAMP	HTR2A ag	ABHD5-PLIN5 inh	Granule exo inh	hiPSC survival	MC4R barr agon	ABCB6 inh MLPCN	H9c2 protect	Glyco luc inh	aDG glyco up
O=C1OCCC1Sc1nnnn1-c1ccc(Cl)cc1 (stereo not drawn)	38*	1	-2	-1	0.2	-2.4	97	-7	-5	-0.1
Cc1cc(-c2sccc2Br)nc(-n2cccc2)n1	35*	-1	-3	-2	0.0	3.8	105	-20	-1	0.0
Cc1ccccc1NC(=O)c1ccccc1NC(=O)c1ccccc1F	8	3	-8	-17	0.2	3.8	99	2	-1	0.3
COc1cccc(/C=C/C(=O)OCC(=O)NC2CC2)c1OC	7	0	4	6	1.1	-1.6	100	-1	-2	-0.2
O=C(Nc1nnc(-c2cccs2)o1)c1cccc(F)c1	-1	-9	-3	-4	-1.8	-3.3	98	14	2	0.3
Cn1cccc1C(=O)NC(=O)COC(=O)CC12CC3CC(CC(C3)C1)C2	9	0	-7	-1	-0.5	2.6	95	-2	-2	-0.2
COc1ccc2[nH]c(=O)c(CN(C)C(=O)COc3ccccc3)cc2c1	-1	-1	2	0	-0.9	0.5	98	-1	1	0.2
NC(=O)NC(=O)COC(=O)c1ccc(Cl)c(S(=O)(=O)N(Cc2ccccc2)c2ccc(Cl)cc2)c1	14	2	2	4	-1.2	-1.3	90	-5	2	0.0

Screening data (PubChem)
